G9a inh – qHTS Assay for Inhibitors of Histone Lysine Methyltransferase G9a. Histone-lysine N-methyltransferase EHMT2 (Homo sapiens), Q96KQ7. G9a H3K9 monomethylation, AlphaScreen, 2 h. Potency, µM (doses to about 102 µM), for inactives: at the highest dose activity, negative = inhibition, actives largely listed as inhibitors. hit rate 8.8% among 350,000. AID 504332, 2011; also: potency is read from the fitted curve at half-maximal effect; nearly all actives have a fitted effect of over 75% in size
Target sequence (Q96KQ7 913-1193 limits assumed): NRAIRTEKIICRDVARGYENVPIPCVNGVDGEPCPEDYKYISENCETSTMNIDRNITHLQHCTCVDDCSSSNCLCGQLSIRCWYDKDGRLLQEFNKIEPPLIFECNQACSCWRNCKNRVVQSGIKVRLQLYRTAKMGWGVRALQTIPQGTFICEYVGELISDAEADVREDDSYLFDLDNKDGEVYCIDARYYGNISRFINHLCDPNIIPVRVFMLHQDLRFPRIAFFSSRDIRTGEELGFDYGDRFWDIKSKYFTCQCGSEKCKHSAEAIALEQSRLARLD
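Readings reflect AlphaScreen signal from monomethyl-H3K9 antibody detection. HMT at 20 nM; substrate b-H3K9 500 nM; cofactor SAM 20 uM; 2 h RT reaction; compounds tested as titrations in qHTS with 15 min preincubation.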
GLS inhibitor – qHTS for Inhibitors of Glutaminase (GLS); Glutaminase kidney isoform, mitochondrial (Homo sapiens), O94925; GLS enzymatic activity, qHTS titration; Potency, µM (doses to about 45.5 µM), without a hit: top-dose activity change, negative = inhibition, most hits filed as inhibitors; hit rate 0.21% among 410,000; AID 624170, 2012; also: potency is read from the fitted curve at half-maximal effect
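Enzyme dispensed in phosphate buffer (45 mM, pH 8.2, 0.02% Tween-20), compounds pinned in, then 1 mM L-glutamine solution and the glutamate oxidase–HRP–Amplex Red mix added; fluorescence read immediately and again after 30 min at room temperature.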
PI4K2A inh – qHTS for small molecular inhibitors of PI4K2A | purified PI4K2A, ADP-Glo luminescence, 1 h; stronger effect = lower value | activity change, negative = inhibition, % at 76.9 µM | hit rate 0.13% among 420,000 | AID 1346378, 2018; in the data active = activity change below about -50%; inconclusive = mostly about -30% to -49%;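 also: -100% = wells without enzyme as full effect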
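Compounds are screened against recombinant PI4K2A using PI as substrate and ATP, the latter dispensed at 300 microM. Reactions run one hour at ambient temperature before ADP-Glo detection; full inhibition defined by wells lacking enzyme.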
POLH inh – qHTS for Inhibitors of Polymerase Eta; DNA polymerase eta (Homo sapiens), Q9Y253; recombinant Pol eta, fluorescent DNA replication assay; Potency, µM (titrated, usually from 114 µM), inactives show top-dose activity change, negative = inhibition, hits mostly inhibitors; hit rate 1.2% among 390,000; also: potency is read from the fitted curve at half-maximal effect
Target sequence (Q9Y253 whole entry, looked up): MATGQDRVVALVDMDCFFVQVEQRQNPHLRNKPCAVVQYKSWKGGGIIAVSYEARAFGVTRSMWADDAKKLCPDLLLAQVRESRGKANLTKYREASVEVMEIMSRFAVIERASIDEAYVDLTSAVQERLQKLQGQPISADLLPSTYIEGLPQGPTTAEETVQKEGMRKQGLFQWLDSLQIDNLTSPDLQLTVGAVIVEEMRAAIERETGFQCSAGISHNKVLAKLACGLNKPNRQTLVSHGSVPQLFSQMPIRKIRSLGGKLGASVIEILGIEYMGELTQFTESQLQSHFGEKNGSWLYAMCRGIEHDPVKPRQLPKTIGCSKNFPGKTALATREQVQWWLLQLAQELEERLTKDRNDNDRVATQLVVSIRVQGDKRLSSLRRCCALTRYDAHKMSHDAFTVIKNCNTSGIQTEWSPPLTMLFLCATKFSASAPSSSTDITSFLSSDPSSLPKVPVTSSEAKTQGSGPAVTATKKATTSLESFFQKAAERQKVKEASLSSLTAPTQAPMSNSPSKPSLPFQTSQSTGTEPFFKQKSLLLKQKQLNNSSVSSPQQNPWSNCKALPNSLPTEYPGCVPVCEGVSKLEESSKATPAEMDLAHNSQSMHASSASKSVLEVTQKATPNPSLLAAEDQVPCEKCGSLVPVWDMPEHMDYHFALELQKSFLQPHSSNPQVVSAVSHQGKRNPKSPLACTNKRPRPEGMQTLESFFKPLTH
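Fluorescent replication assay: 50 nM final substrate added after a 15 min room-temperature compound preincubation with 10 nM enzyme. Signal taken at 0 min and again at 10 min.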
An asterisk follows results filed as active; i = inactive; ? = inconclusive; / = no result given; [ ] = remark or other dose. Unless noted, calls follow the shape of the dose curve; as a rule, active = well fitted curve in the direction sought with a large enough effect; inconclusive = small, poorly fitted or top-dose-only effect, or another doubt; inactive = no such curve, though single readings can be large; an effect the other way counts as inactive or inconclusive. Unless noted, % is scaled to controls: 0 for no effect and ±100 for the full control effect.

1) COc1cc(C=C(C#N)C#N)cc(O)c1O
2) CN1C[C@@H](CS(=O)(=O)N(C)C)C[C@@H]2c3cccc4c3c(cn4C)C[C@H]21
3) C[C@@H]1O[C@@H](O[C@H]2C[C@@H](O)[C@]3(CO)[C@@H]4C(CC[C@]3(O)C2)[C@@]2(O)CC[C@H](C3=CC(=O)OC3)[C@@]2(C)C[C@H]4O)[C@H](O)[C@H](O)[C@H]1O (stereo partly specified)
4) N#CC(C#N)=Cc1ccc([N+](=O)[O-])c(O)c1
5) C[C@]12CC[C@H]3[C@@H](CCC4C[C@H](O)CC[C@@]43C)[C@@H]1CC[C@@H]2O (stereo partly specified)
6) O=C(O)CN(CCN(CC(=O)O)CC(=O)O)CC(=O)O

entry no.	1	2	3	4	5	6
G9a inh	2.5µM*	19%[12.7 µM]	47%[activator][12.7 µM]	8.9µM*	10%[12.7 µM]	50%[activator][59 µM]
GLS inhibitor	/	/	/	/	/	8%
PI4K2A inh	/	/	/	/	/	/
POLH inh	11µM*	-3%[57.1 µM]	-4%[57.1 µM]	?	-2%[57.1 µM]	/

7) C[N+]1([O-])[C@@H]2CC[C@H]1CC(OC(=O)[C@@H](CO)c1ccccc1)C2 (stereo partly specified)
8) CC(=O)OC1C[C@H](O[C@@H]2C(O)C[C@H](O[C@@H]3C(O)C[C@@H](OC4CC[C@]5(C)C(CCC6C5CC(O)[C@@]5(C)C(C7=CC(=O)OC7)CC[C@@]65O)C4)OC3C)OC2C)O[C@H](C)[C@H]1O[C@H]1OC(CO)C(O)C(O)C1O (stereo partly specified)
9) C=C[C@@H]1CN2CC[C@H]1C[C@H]2[C@H](O)c1ccnc2ccccc12
10) C#CC(C)(O)CC (stereo unspecified)
11) Nc1nc(O)c(-c2ccccc2)o1
12) CNC(=O)Oc1ccccc1C(=O)Nc1ccccc1

entry no.	7	8	9	10	11	12
G9a inh	22%[5.15 µM]	-31%[2.33 µM]	6%[59 µM]	5%[12.7 µM]	-5%[12.7 µM]	8%[12.7 µM]
GLS inhibitor	8%[20 µM]	-10%	5%	1%	1%	33%[activator]
PI4K2A inh	/	/	/	/	/	/
POLH inh	/	/	/	/	/	/

Down the list, quoted from above.
G9a inh, compounds 7 to 12: 22%[5.15 µM], -31%[2.33 µM], 6%[59 µM], 5%[12.7 µM], -5%[12.7 µM], 8%[12.7 µM]

Other records
13) ClC=C(Cl)Cl
14) CC(=O)[C@H]1CC[C@H]2C3CC[C@H]4C[C@H](O)CC[C@]4(C)C3CC[C@]12C (stereo partly specified)
15) C[C@](O)(CS(=O)(=O)c1ccc(F)cc1)C(=O)Nc1ccc(C#N)c(C(F)(F)F)c1
16) CC(CNC(=O)c1cccnc1)NC(=O)c1cccnc1 (stereo unspecified)
17) C[C@]12CCC3C(CCC4=C(Cl)C(=O)CC[C@@]43C)C1CCC2O (stereo partly specified)
18) N[C@H]1C[C@H]1c1ccccc1

entry no.	13	14	15	16	17	18
G9a inh	1%[12.7 µM]	23%[59 µM]	?	?	7%[12.7 µM]	-43%[12.7 µM]
GLS inhibitor	-1%	7%	9%	-8%	3%	14%
PI4K2A inh	/	/	/	/	/	/
POLH inh	/	/	/	/	/	/

19) NC[C@@H]1O[C@H](OC2[C@@H](CO)O[C@@H](OC3[C@H](O)[C@H](N)C[C@H](N)[C@H]3OC3O[C@H](CO)[C@@H](O)[C@H](O)[C@@H]3N)[C@H]2O)C(N)[C@H](O)[C@@H]1O (stereo partly specified)
20) [Hg+][c]1ccccc1
21) ClC(Cl)(Cl)Cl
22) CN1C(=O)CC(=O)N(c2ccccc2)c2cc(Cl)ccc21
23) C=CC[N+]1(C)CCC23c4c5ccc(O)c4O[C@H]2C(=O)CC[C@@]3(O)C1C5 (stereo partly specified)
24) CCC1(CC)C(=O)NC(=O)N(C)C1=O

entry no.	19	20	21	22	23	24
G9a inh	23%[59 µM]	?	31%[59 µM]	-33%[12.7 µM]	31%[59 µM]	12%[12.7 µM]
GLS inhibitor	-1%	13µM*	-6%	-1%	71%[activator]	-4%
PI4K2A inh	/	/	/	/	/	/
POLH inh	/	/	/	/	/	/

Some entries already given, limited to GLS inhibitor.
No.	molecule	GLS inhibitor
19	NC[C@@H]1O[C@H](OC2[C@@H](CO)O[C@@H](OC3[C@H](O)[C@H](N)C[C@H](N)[C@H]3OC3O[C@H](CO)[C@@H](O)[C@H](O)[C@@H]3N)[C@H]2O)C(N)[C@H](O)[C@@H]1O (stereo partly specified)	-1%
22	CN1C(=O)CC(=O)N(c2ccccc2)c2cc(Cl)ccc21	-1%

The list goes on:
25) COc1cc(-c2ccc(-[n+]3nc(-c4ccccc4)nn3-c3ccc([N+](=O)[O-])cc3)c(OC)c2)ccc1-[n+]1nc(-c2ccccc2)nn1-c1ccc([N+](=O)[O-])cc1
26) CC1(C)S[C@@H]2[C@H](N)C(=O)N2C1C(=O)O (stereo partly specified)
27) O=C1CC2OCC=C3CN4CCC56c7ccccc7N1C5[C@H]2[C@H]3C[C@H]46 (stereo partly specified) (tested in a mixture with another compound)
28) C[C@@H]1O[C@H](O[C@@H]2C=C3CC[C@H]4[C@@H](CC[C@]5(C)[C@@H](c6ccc(=O)oc6)CC[C@]45O)[C@@]3(C)CC2)[C@@H](O)[C@H](O)[C@@H]1O
29) COc1cc(N)c(Cl)cc1C(=O)N[C@@H]1CN2CCC1CC2
30) CN(C)C(=O)Oc1cc(OC(=O)N(C)C)cc([C@@H](O)CNC(C)(C)C)c1

entry no.	25	26	27	28	29	30
G9a inh	?	20%[5.15 µM]	-34%[12.7 µM]	35%[21.5 µM]	?	26%[21.5 µM]
GLS inhibitor	-1%	8%[20 µM]	6%	-13%[20 µM]	0%	-9%[20 µM]
PI4K2A inh	/	/	/	/	/	/
POLH inh	/	/	/	/	/	/

31) O=C1C=C2C=CC3C[C@@]2(O1)C1CCCCN31 (stereo partly specified)
32) c1ccc2sc(SNC3CCCCC3)nc2c1
33) CN(C)C1C(=O)C(C(N)=O)C(=O)C2(O)C(=O)C3C(=O)c4c(O)cccc4C(C)(O)C3C(O)C12 (stereo unspecified)
34) C=C1Nc2ccccc2C(=O)N1c1ccccc1C
35) C[C@@H]1O[C@@H](O[C@H]2C[C@@H](O)[C@@]3(CO)[C@H]4[C@H](O)C[C@]5(C)[C@@H](C6=CC(=O)OC6)CC[C@]5(O)[C@H]4CC[C@@]3(O)C2)[C@@H](O)[C@H](O)[C@H]1O
36) c1ccc(C2(N3CCCC3)CCCCC2)cc1

entry no.	31	32	33	34	35	36
G9a inh	-38%[2.33 µM]	1.8µM*	3.5µM*	-8%[12.7 µM]	21%[59 µM]	?
GLS inhibitor	53%[activator]	6%	6.3µM*	4%	-23%	-21%
PI4K2A inh	/	/	/	/	/	/
POLH inh	/	/	/	/	/	/

37) ClCC1CO1 (stereo unspecified)
38) C=C1CC2C(CC[C@]3(C)C(=O)CCC23)[C@]2(C)C=CC(=O)C=C12 (stereo partly specified)
39) CN(C)CCO
40) CC(N)Cc1ccc(O)cc1 (stereo unspecified)
41) CCN(CC)C(=O)/C(Cl)=C(\C)OP(=O)(OC)OC
42) O=C1CCO1

entry no.	37	38	39	40	41	42
G9a inh	7%[12.7 µM]	21%[59 µM]	23%[59 µM]	-34%[2.33 µM]	29%[59 µM]	-33%[2.33 µM]
GLS inhibitor	2%	-15%	-7%	7%	-8%	-19%
PI4K2A inh	/	/	/	/	/	/
POLH inh	/	/	/	/	/	/

3 entries from above in a different format:
entry	Structure	G9a inh	GLS inhibitor	PI4K2A inh	POLH inh
39	CN(C)CCO	23%[59 µM]	-7%	/	/
37	ClCC1CO1 (stereo unspecified)	7%[12.7 µM]	2%	/	/
38	C=C1CC2C(CC[C@]3(C)C(=O)CCC23)[C@]2(C)C=CC(=O)C=C12 (stereo partly specified)	21%[59 µM]	-15%	/	/

Remaining list, next part.
43) C[C@]12CC[C@H](O)C[C@H]1CCC1C2CC[C@]2(C)[C@@H](c3ccc(=O)oc3)C[C@H]3O[C@]132 (stereo partly specified)
44) C[N+]1(C)CCCCC1COC(=O)C(O)(c1ccccc1)c1ccccc1 (stereo unspecified)
45) CCCCCCCCCC(=O)O[C@H]1CC[C@H]2[C@@H]3CCC4=CC(=O)CC[C@]4(C)[C@H]3CC[C@]12C
46) C1CN2CCC1CC2
47) O=C(CN1C(=O)[C@@H](Cc2c[nH]c3ccccc23)N=C(c2ccccc2)c2ccccc21)NC1CCCCC1
48) C[C@H](CN1CCOCC1)C(C(=O)N1CCCC1)(c1ccccc1)c1ccccc1

entry no.	43	44	45	46	47	48
G9a inh	-34%[12.7 µM]	-16%[12.7 µM]	30%[59 µM]	/	/	/
GLS inhibitor	0%	3%	2%	/	/	/
PI4K2A inh	/	/	/	5	-1	i
POLH inh	/	/	/	/	/	/

49) COP(=O)(Sc1ccccc1)C(Cc1ccccc1)NC(=O)OCc1ccccc1 (stereo unspecified)
50) CC(C)CCP(=O)(O)O
51) O=C(CNCc1c(F)cccc1F)N1CCC2(CC1)OCCO2
52) C[C@H]1[C@@H]2Cc3ccc(O)cc3[C@@]1(C)CCN2C
53) CCCOC(=O)c1cncn1C(C)c1ccccc1 (stereo unspecified)
54) COC(=O)[C@@H](N)CCCN/C(N)=N/[N+](=O)[O-]

entry no.	49	50	51	52	53	54
G9a inh	/	/	/	/	/	/
GLS inhibitor	/	/	/	/	/	/
PI4K2A inh	-10	1	5	-1	-1	-3
POLH inh	/	/	/	/	/	/

55) C[C@]12Cc3cn[nH]c3C[C@@H]1CC[C@@H]1[C@@H]2CC[C@@]2(C)[C@H]1CC[C@]2(C)O
56) CC(=O)N1c2ccccc2C(c2ccccc2)=NCC1C(=O)NC1CCCCC1 (stereo unspecified)
57) C=C1[C@@H](C)C2[C@H](Cc3ccccc3)NC(=O)[C@]23[C@H](OC(C)=O)/C=C/[C@@](C)(O)C(=O)[C@@H](C)C/C=C/[C@H]3[C@@H]1O (stereo partly specified)
58) COOCC1(C(=O)OC)C[C@H](c2ccc(OC)cc2)N(Cc2ccccc2OC)[C@@H]1c1ccccc1C (stereo partly specified)
59) CCCC(=O)N1c2ccc(Cl)cc2C(c2ccccc2)=NCC1C(=O)NC(C)(C)C (stereo unspecified)
60) O=C(NC(CCC(O)CO)P(=O)(Oc1ccccc1)Oc1ccccc1)OCc1ccccc1 (stereo unspecified)

entry no.	55	56	57	58	59	60
G9a inh	/	/	/	/	/	/
GLS inhibitor	/	/	/	/	/	/
PI4K2A inh	2	-2	-3	2	1	3
POLH inh	/	/	/	/	/	/

61) C#C[C@]1(O)C=C[C@H]2[C@@H]3CCC4=CC(=O)CC[C@@H]4[C@H]3CC[C@@]21CC
62) O=C1OC(CCN2CCCCC2)OC1(c1ccccc1)c1ccccc1 (stereo unspecified)
63) COC[C@@H](NC(C)=O)C(=O)NCc1ccccc1
64) Nc1ccc(Cl)cc1C(=O)c1ccccc1F
65) CCC(NC(=O)OCc1ccccc1)P(=O)(Oc1ccccc1)Oc1ccccc1 (stereo unspecified)
66) ClCCN1CCCC1

entry no.	61	62	63	64	65	66
G9a inh	/	/	/	/	/	/
GLS inhibitor	/	/	/	/	/	/
PI4K2A inh	-3	-3	2	0	5	-4
POLH inh	/	/	/	/	/	/

67) CC(C)C(NC(=O)OCc1ccccc1)P(=O)(Oc1ccccc1)Oc1ccccc1 (stereo unspecified)
68) CCN[C@H](C)Cc1cccc(C(F)(F)F)c1
69) O=C(CBr)Nc1ccc(Cl)cc1C(=O)c1ccccc1F
70) Cc1ccc(C(O)(C(=O)OC(C)C)C(O)c2ccc(F)cc2)cc1 (stereo unspecified)
71) c1ccc(N2CCNCC2)cc1
72) C[C@]12CC[C@H]3[C@@H](CCC4=CC(=O)CC[C@@H]43)[C@@H]1CC[C@@H]2OC(=O)CCc1ccco1

entry no.	67	68	69	70	71	72
G9a inh	/	/	/	/	/	/
GLS inhibitor	/	/	/	/	/	/
PI4K2A inh	-3	i	-2	-6	3	1
POLH inh	/	/	/	/	/	/

Only part of the results is shown (hit frequency here may not be typical).
